Bioassay records from PubChem BioAssay.
DAX1 inh-1 – DAX1 (NR0B1) inhibition, primary screen; HEK293T StAR-luciferase reporter, SF-1/DAX-1 repression relief; inhibition, % at 6.8 µM; actives 1.1% (n = 370,000); AID 652010;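 active = inhibition above the mean over all tested compounds plus 3 SD, cut at about 3.6% in these data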;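 also: 0% = DAX-1 cells with DMSO and 100% = cells lacking DAX-1 with DMSO; higher inhibition means more luminescence from relief of DAX-1 repression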
hgDAF12 agonist – activates the H. glycines DAF-12 receptor ligand-binding domain; HEK293 GAL4-hgDAF12 UAS-luciferase reporter, agonist luminescence; normalized to butyrate control; activation, % at 6.8 µM; actives 1.8% (n = 370,000); AID 687014;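 active = activation above a cutoff set at the mean of all screened compounds plus 3 SD, cut at about 10% in these data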;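 also: 0% = DMSO wells and 100% = sodium butyrate wells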
HGIII-sPLA2 inh – Inhibits HGIII-sPLA2 liposome hydrolysis, primary screen; inhibition, % at 12.2 µM; actives 0.56% (n = 370,000); QFRET BODIPY PC-A2 liposome hydrolysis, fluorescence;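 active = inhibition above mean plus 3 SD of compounds lying within the high and low control bounds, cut at about 19% in these data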;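 also: 0% = median of test compound wells and 100% = no enzyme DMSO wells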
ssDAF-12 act – activates DAF-12 receptor from parasite S. stercoralis | HEK293 ssDAF-12/GRIP1 lit1-tk-luc reporter, luminescence; % of 3 µM dafachronic acid response | activation, % at 6.8 µM | actives 1% (n = 370,000);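 active = activation above the mean over all tested compounds plus 3 SD, cut at about 0.9% in these data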;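 also: 0% = DMSO-only wells and 100% = 3 µM delta7-dafachronic acid wells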
DAX1 inh-2 – inhibits human nuclear receptor DAX1. P51843. HEK293 Gal4-DAX1 luciferase reporter, luminescence. inhibition, % at 6.75 µM. actives 0.99% (n = 340,000). AID 504766;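 active = inhibition above the mean over all tested compounds plus 3 SD, cut at about 4.2% in these data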;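 also: 0% = DAX1-transfected cells with DMSO and 100% = empty-vector control cells with DMSO; inhibition shows as a rise in luminescence from relieved DAX1 repression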
Target sequence (P51843 207-470 limits assumed): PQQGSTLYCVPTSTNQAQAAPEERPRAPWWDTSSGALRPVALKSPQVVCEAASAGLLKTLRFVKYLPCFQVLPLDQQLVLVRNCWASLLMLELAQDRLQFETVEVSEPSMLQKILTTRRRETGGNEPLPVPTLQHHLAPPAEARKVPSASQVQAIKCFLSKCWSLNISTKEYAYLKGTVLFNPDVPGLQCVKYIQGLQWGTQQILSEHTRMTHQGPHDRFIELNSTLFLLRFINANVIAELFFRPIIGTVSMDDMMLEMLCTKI
SMARCA2 activ – SMARCA2 function activation, primary screen; MG213 cells, MMTV-luciferase reporter, dexamethasone, overnight; actives 1% (n = 370,000); activation, % at 9.1 µM; in the data active = activation above about 7.8%;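 also: 0% = vehicle wells and 100% = reference activator wells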
hcDAF12 agonist – H. contortus DAF-12 activation, primary screen | actives 1.4% (n = 370,000) | activation, % at 6.8 µM | AID 652067 | HEK293 hcDAF-12 lit1-tk-luc reporter, luminescence; 0% DMSO, 100% Δ7-dafachronic acid;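 active = activation above the mean of all tested compounds plus 3 SD, cut at about 5.5% in these data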;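 also: 100% = response to 3 µM Δ7-dafachronic acid high control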
ADAM10 inh – inhibits human ADAM10; O14672; recombinant ADAM10, EDANS/DABCYL FRET peptide cleavage, 3 h; inhibition, % at 7 µM; actives 0.62% (n = 370,000); AID 720582;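 active = inhibition above a per-campaign cutoff equal to the mean of compounds falling between control-based bounds plus 3 SD, cut at about 20% in these data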;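 also: 0% = DMSO wells while the 100% control is not disclosed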
Target sequence (O14672 214-748 limits assumed): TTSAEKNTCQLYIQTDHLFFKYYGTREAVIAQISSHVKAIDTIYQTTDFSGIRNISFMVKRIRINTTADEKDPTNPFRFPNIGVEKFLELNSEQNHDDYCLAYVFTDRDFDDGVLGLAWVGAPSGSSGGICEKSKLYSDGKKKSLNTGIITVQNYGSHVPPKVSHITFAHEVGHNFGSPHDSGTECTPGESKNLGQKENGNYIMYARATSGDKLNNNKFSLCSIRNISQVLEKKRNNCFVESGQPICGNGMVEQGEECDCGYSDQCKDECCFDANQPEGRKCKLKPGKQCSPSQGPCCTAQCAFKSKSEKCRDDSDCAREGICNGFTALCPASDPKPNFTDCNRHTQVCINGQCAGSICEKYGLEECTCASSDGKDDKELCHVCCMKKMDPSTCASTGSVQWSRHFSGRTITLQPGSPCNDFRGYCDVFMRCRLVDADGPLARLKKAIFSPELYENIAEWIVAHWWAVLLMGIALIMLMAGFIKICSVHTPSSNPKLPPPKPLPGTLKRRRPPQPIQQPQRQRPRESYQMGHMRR
GAA850 FXN act – activators of GAA850 frataxin (FXN) promoter; HEK293 lucGAA850 FXN promoter luciferase reporter, 24 h; percent of 10 µM SAHA response; actives 0.56% (n = 360,000); activation, % at 6 µM; AID 540364;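 active = activation above the average of all compounds screened plus 3 SD, cutoff fixed separately per campaign, cut at about 7.5% in these data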;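 also: 0% = DMSO wells and 100% = 10 µM SAHA wells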
NPR1 activator – GC-A (human) enzyme activation; actives 0.14% (n = 370,000); activation, % at 10 µM; HEK293 GC-A cells, cGMP TR-FRET, EC30 ANP; 0% at EC30 ANP, 100% saturating ANP; P16066; in the data active = activation above about 40%
GC-B act – GC-B (human) receptor activation | P20594 | HEK293-GC-B cells, CNP EC30, cGMP TR-FRET; 0% at EC30 CNP, 100% saturating CNP | activation, % at 10 µM | actives 0.11% (n = 370,000) | AID 1920062;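 active = activation at 10 µM reaching about 35% in either raw or pattern-adjusted values, limit read from the data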
* hit, by the source's call; nt = no result given; & = joins results of further samples.

nr | compound | DAX1 inh-1 | hgDAF12 agonist | HGIII-sPLA2 inh | ssDAF-12 act | DAX1 inh-2 | SMARCA2 activ
1 | Cc1cccc(CCN(C(=O)c2csnn2)C(C(=O)NC2CCCC2)c2ccco2)c1 (stereo not given) | -0.2 | 1.8 | 0 | -1.2 | -0.7 | 5
2 | C[C@@H]1CN([C@@H](C)CO)C(=O)CCCn2nncc2CO[C@H]1CN(C)Cc1ccc(Cl)c(Cl)c1 | 1.7 | -0.1 | -2 | 0.0 | 0.4 | -5
3 | Oc1ccc(/C=N/Nc2ccc(C(F)(F)F)cn2)c(O)c1 | -1.5 | -4.4 | -28 | -0.9 | -0.1 | -2
4 | C=CCCC1CN(Cc2ccc(OC)cc2)S(=O)(=O)c2c(Oc3ccc(C(C)C)cc3)cccc2O1 (stereo not given) | -0.6&0.7 | -0.4&2.8 | 8&6 | -0.8&-0.8 | nt | -4&-2
5 | CC(=O)N(CCN1CCOCC1)Cc1cc2cc3c(cc2nc1Cl)OCO3 | -0.2 | -2.3 | -1 | -1.4 | -0.5 | -1
6 | Cc1ccccc1-c1nc(CN2CCC(C(=O)NCc3cccs3)CC2)c(C)o1 | -0.9 | 1.7 | -8 | -1.2 | -0.1 | -1
7 | OCCC1CN(Cc2cccc(-n3cccn3)c2)CCN1Cc1ccccc1 (stereo not given) | -1.2 | -1.4 | -1 | -0.9 | 1.3 | 1
8 | COc1ccc(N(CC(=O)NC2CCCCCCC2)S(=O)(=O)c2c(C)nn(C)c2C)cc1 | 1.5 | 0.0 | -1 | -1.3 | 0.1 | -2
9 | O=C(O)C1CC=CCC1C(=O)NC1CCCCC1 (stereo not given) | -0.5 | 2.2 | 1 | -1.2 | 0.2 | 1
10 | CCSc1nnc(NC(=O)/C=C/c2ccco2)s1 | -0.2 | 8.7 | 2 | -1.6 | 2.8 | 10*

nr | hcDAF12 agonist | ADAM10 inh | GAA850 FXN act | NPR1 activator | GC-B act
1 | -1.2 | 0 | 0.2 | -6 | 2
2 | 0.5 | -3 | -0.8 | 2 | -1
3 | -1.4 | -10 | 3.5 | -28 | -16
4 | 1.3&-0.9 | 0&-12 | nt | -2&5 | 5&-3
5 | -1.0 | -1 | -1.4 | -3 | 0
6 | -1.2 | 1 | -1.1 | -4 | 0
7 | -1.6 | -1 | -0.3 | -1 | -1
8 | -0.1 | -10 | -1.5 | 3 | 1
9 | 0.3 | -4 | -1.8 | 4 | -1
10 | 6.0* | -3 | 3.7 | -4 | 8

Next part.
nr | compound | DAX1 inh-1 | hgDAF12 agonist | HGIII-sPLA2 inh | ssDAF-12 act | DAX1 inh-2 | SMARCA2 activ
11 | COc1ccc(CN2CCCC(CNC(=O)c3ccc(F)cc3)C2)c(F)c1 (stereo not given) | -0.1 | 0.8 | 1 | -1.6 | -0.7 | -2
12 | O=C(Nc1ccc(F)cc1F)C1CCN(C(=O)c2ccc(Br)cc2)CC1 | -0.7 | -0.9 | -2 | -1.1 | 0.4 | 1
13 | CCCCCCn1c(CN2CCCCC2CC)nc2c1c(=O)n(C)c(=O)n2C (stereo not given) | 0.3 | -4.8 | 11 | -1.2 | 0.2 | 1
14 | Cc1nc2cc(NC(=O)N(C)c3ccc4ccccc4c3)ccc2o1 | 0.1 | -0.4 | -6 | -1.2 | -0.2 | -1
15 | CCOc1ccccc1NC(=O)Cn1nnc(-c2ccc(OCC)c(OCC)c2)n1 | -0.2 | -1.3 | -5 | -1.8 | -0.6 | 6
16 | COc1cccc(C(=O)Nc2cc(C(F)(F)F)ccc2Cl)c1 | -0.4 | 2.9 | -5 | -0.4 | -0.8 | 2
17 | COc1ccc(NS(=O)(=O)c2ccc3oc(SCc4ccc(F)cc4)nc3c2)cc1 | -2.0 | -3.5 | -46 | -1.9 | -1.4 | -8
18 | CCOc1ccc(Cl)cc1CN1CCOCC1 | 0.0 | 0.6 | 2 | -1.1 | -0.9 | 0
19 | O=C(c1ccc(NC(=S)NCc2ccc(Cl)cc2)cc1)N1CCCCC1 | 0.1 | -1.6 | 0 | -1.4 | -1.8 | 3
20 | CC(C)/C=C/C(=O)N1CCC(N2CCC(C(=O)NCC3CCCO3)CC2)CC1 (stereo not given) | -0.2 | 0.1 | -4 | -1.3 | -1.5 | -1

nr | hcDAF12 agonist | ADAM10 inh | GAA850 FXN act | NPR1 activator | GC-B act
11 | -1.0 | -12 | -0.1 | -1 | 0
12 | -0.3 | 2 | 1.6 | 3 | -10
13 | 1.4 | -16 | 2.5 | 1 | 4
14 | 2.7 | -68 | -1.9 | 1 | 7
15 | -0.5 | 0 | 1.2 | 3 | 4
16 | -1.3 | 11 | 3.0 | -1 | 0
17 | -4.9 | 25* | 0.2 | -4 | -6
18 | -1.7 | 3 | 0.6 | 0 | 1
19 | -0.5 | 7 | 0.4 | 5 | 1
20 | -0.7 | -21 | 1.7 | 3 | 3

Following part:
nr | compound | DAX1 inh-1 | hgDAF12 agonist | HGIII-sPLA2 inh | ssDAF-12 act | DAX1 inh-2 | SMARCA2 activ
21 | O=C(CSC1=NC2(CCCCCC2)N=C1c1ccccc1)Nc1ccc2c(c1)OCCO2 | -2.8 | -4.0 | -1 | -1.9 | -0.6 | -1
22 | O=C(NCCc1ccccn1)C1CCCN1S(=O)(=O)c1ccc(Cl)cc1 (stereo not given) | 0.7 | 1.3 | 4 | -0.7 | 2.8 | -2
23 | Cc1ccc2nc(-c3ccccc3)cc(C(=O)Nc3cccnc3)c2c1 | -1.4 | -2.0 | -5 | -0.9 | 0.3 | 4
24 | Cc1cc(C)n(Cc2ccccc2)c(=O)c1S(=O)(=O)c1ccccc1 | -0.4 | 1.1 | 10 | -1.0 | 0.8 | 0
25 | COC(CNC(=O)CN1CCN(Cc2ccccc2F)C1=O)OC | -0.1 | -0.3 | 6 | -1.4 | -0.5 | 0
26 | O=C(COc1ccc(S(=O)(=O)N2CCOCC2)cc1)NC1CCCC1 | -0.4 | -0.3 | 3 | -1.8 | -0.1 | -1
27 | CCOCCCNC(=O)c1ccc2c(c1)ncn2-c1ccc(C)cc1C | -0.4 | -2.1 | -5 | -0.4 | 0.8 | -1
28 | Cc1ccc(/C=C/C(=O)OCC(=O)N2CC(=O)Nc3ccccc32)o1 | 0.2 | 4.0 | -2 | -1.5 | 0.4 | 0
29 | CCOC(=O)c1c(NC(=O)CC2SC(=NC)N(C)C2=O)sc(C)c1C (stereo not given) | -0.2 | -1.0 | 4 | -0.4 | 2.5 | -2
30 | O=C(O)c1c2cc(Br)ccc2nc2[nH]c(=O)[nH]c(=O)c12 | 0.0 | 0.9 | -2 | -0.8 | -0.1 | 1

nr | hcDAF12 agonist | ADAM10 inh | GAA850 FXN act | NPR1 activator | GC-B act
21 | -0.8 | 12 | -3.9 | -3 | 3
22 | 1.0 | 4 | 2.0 | 2 | 0
23 | 0.4 | -4 | -0.3 | -3 | -1
24 | -0.1 | -12 | 0.6 | -2 | 0
25 | -1.4 | 2 | 1.6 | 5 | 4
26 | -1.3 | -5 | 1.5 | -2 | -2
27 | -1.1 | 7 | 0.2 | 4 | 7
28 | -1.1 | 6 | 1.5 | 2 | 0
29 | -0.8 | -5 | 0.6 | -3 | -2
30 | 0.7 | -49 | -2.6 | 3 | -1

Later entries
nr | compound | DAX1 inh-1 | hgDAF12 agonist | HGIII-sPLA2 inh | ssDAF-12 act | DAX1 inh-2 | SMARCA2 activ
31 | OCC1OC(Oc2c(Br)cc(Br)cc2Br)C(O)C(O)C1O (stereo not given) | -1.0 | -0.1 | -4 | -1.3 | 0.9 | -4
32 | COc1ccc(NC(=S)N(CCN(C)C)Cc2cccs2)cc1 | 1.3 | 0.3 | 0 | -0.5 | -0.5 | -5
33 | CCc1ccc(OCc2ccc(C(=O)OC)o2)cc1 | 1.4 | 17* | 16 | -0.7 | 3.6 | 2
34 | CC(C)CC(CO)N1CCN(C(=O)c2cccc(C(F)(F)F)c2)CCC1=O (stereo not given) | 0.7 | -0.2 | 2 | -1.5 | 2.3 | 1
35 | COc1ccc(C(=O)n2cc(C(=O)c3cc(C)ccc3O)cn2)cc1 | 0.3 | 2.1 | -3 | -1.2 | -1.4 | -1
36 | O=C(Nc1nc2ccccc2n1Cc1ccccc1)c1ccco1 | -1.5 | -3.3 | -3 | -1.3 | 0.6 | -1
37 | O=C(NCCCN1CCOCC1)c1ccc(N2CCCC2)c([N+](=O)[O-])c1 | 1.0 | -0.4 | 4 | -0.2 | -0.2 | -2
38 | CN(C)C(=O)C(OC(=O)c1ccc2c(c1)CCCC2)c1ccccc1 (stereo not given) | -0.3 | -1.6 | -1 | -0.4 | -0.2 | -1
39 | C[C@@H]1CN([C@@H](C)CO)C(=O)CCCn2nncc2CO[C@H]1CN(C)Cc1cccc(O)c1 | -0.6 | 0.3 | 7 | -1.0 | 0.3 | -5
40 | Cc1csc(NC(=O)c2ccc3ccccc3n2)n1 | 2.6 | 18* | -2 | 4.1* | 1.4 | 7
41 | O=C(Nc1ccccc1)c1ccc(Nc2c([N+](=O)[O-])cc([N+](=O)[O-])c3ccccc23)cc1 | -0.6 | 0.4 | 7 | -1.2 | 0.1 | -5
42 | CN(CC(=O)NC1CC(C)(C)NC(C)(C)C1)S(=O)(=O)c1cc(Cl)ccc1Cl | 0.2 | -1.5 | 0 | -1.8 | 0.0 | 0
43 | CC1(C)OC(=O)C2=C(C[C@@H](C3CC3)O[C@@H]2C2CC2)O1 | 0.1 | -1.2 | 7 | -0.8 | nt | -1

nr | hcDAF12 agonist | ADAM10 inh | GAA850 FXN act | NPR1 activator | GC-B act
31 | -1.7 | -4 | 0.9 | 2 | 2
32 | 0.4 | 7 | 0.8 | 0 | 1
33 | 3.5 | 5 | 7.6* | 3 | 1
34 | -1.2 | 2 | 1.4 | -2 | 7
35 | -1.2 | 2 | 1.2 | 2 | -6
36 | -1.6 | -3 | -0.6 | 8 | 14
37 | -1.7 | -3 | 0.7 | 0 | -2
38 | -1.7 | 8 | 1.2 | -1 | 1
39 | 0.1 | -1 | -1.4 | -4 | 7
40 | 21* | 0 | 5.4 | -5 | 1
41 | -1.7 | -6 | -1.2 | -2 | 1
42 | -0.4 | 2 | 4.4 | 4 | -2
43 | -0.6 | -11 | nt | 3 | -3

Sorted by value in HGIII-sPLA2 inh (ascending): three from the list above
No.	SMILES	DAX1 inh-1	HGIII-sPLA2 inh	ssDAF-12 act	DAX1 inh-2	SMARCA2 activ	hcDAF12 agonist	ADAM10 inh	NPR1 activator	GC-B act
16	COc1cccc(C(=O)Nc2cc(C(F)(F)F)ccc2Cl)c1	-0.4	-5	-0.4	-0.8	2	-1.3	11	-1	0
12	O=C(Nc1ccc(F)cc1F)C1CCN(C(=O)c2ccc(Br)cc2)CC1	-0.7	-2	-1.1	0.4	1	-0.3	2	3	-10
10	CCSc1nnc(NC(=O)/C=C/c2ccco2)s1	-0.2	2	-1.6	2.8	10*	6.0*	-3	-4	8
